# HCMV inh: human cytomegalovirus inhibition | activity change, negative = inhibition, % at 57.5 µM | HFF cells, HCMV-luciferase reporter, 72 h; stronger effect = lower value | AID 1259415 | hit rate 4.5% among 410,000; in the data active = activity change below about -60%; inconclusive = no clear call, values can overlap the other calls; inactive = above about -39%
#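 HFF cells seeded 16 h at 37C, treated with compounds, infected with luciferase-reporter HCMV at MOI 1 PFU/cell; luciferase read at 72 h post infection, normalized to buffer-only and Salinomycin controls.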
# Sm TGR block: inhibitors of Schistosoma mansoni thioredoxin glutathione reductase; purified TGR, DTNB reduction, TNB absorbance 405 nm; Potency, µM (series often up to 114 µM), inactives show top-dose activity change, negative = inhibition, usual class: inhibitors; hit rate 3% among 360,000; AID 485364; Q962Y6; also: potency is read from the fitted curve at half-maximal effect; nearly all actives have a fitted effect of over 60% in size
#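 Kinetic colorimetric format: TGR-catalysed, NADPH-driven DTNB reduction monitored via TNB absorbance. Enzyme dispensed at 20 nM; compound exposure 15 min at room temperature before reaction start.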
# LmPK inh: LmPK (Leishmania mexicana) enzyme inhibition | AID 1721 | Potency, µM (highest dose often 57.5 µM), inactives show at the top dose activity change, negative = inhibition, actives largely listed as inhibitors | hit rate 0.37% among 290,000 | purified LmPK, Kinase-Glo ATP luminescence, 1 h | Q27686; also: potency is read from the fitted curve at half-maximal effect
# Target sequence (Q27686 whole entry, looked up): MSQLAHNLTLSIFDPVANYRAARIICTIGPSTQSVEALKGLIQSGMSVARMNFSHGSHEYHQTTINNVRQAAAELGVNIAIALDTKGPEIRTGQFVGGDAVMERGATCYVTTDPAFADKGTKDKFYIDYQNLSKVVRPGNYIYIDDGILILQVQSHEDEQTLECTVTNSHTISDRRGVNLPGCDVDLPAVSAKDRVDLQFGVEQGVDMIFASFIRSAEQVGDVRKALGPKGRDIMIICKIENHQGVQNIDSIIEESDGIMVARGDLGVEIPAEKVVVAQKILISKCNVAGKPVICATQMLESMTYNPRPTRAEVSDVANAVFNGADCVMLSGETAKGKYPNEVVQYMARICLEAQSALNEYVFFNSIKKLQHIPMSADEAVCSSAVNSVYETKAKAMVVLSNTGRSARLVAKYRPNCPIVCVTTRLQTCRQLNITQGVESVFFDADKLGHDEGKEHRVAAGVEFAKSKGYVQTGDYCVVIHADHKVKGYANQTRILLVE
#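 0.1 nM LmPK, 0.5 mM PEP, 0.1 mM ADP; 50 mM imidazole pH 7.2, 7 mM MgCl2, 50 mM KCl; 1 h RT. Kinase-Glo luminescence readout, normalized to no-enzyme (full inhibition) and uninhibited wells.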
# AmpC no deterg: inhibitors of E. coli AmpC beta-lactamase without detergent; P00811; AmpC nitrocefin hydrolysis, absorbance 480 nm, 0.0001% Triton; Potency, µM (highest dose often 57.1 µM), inactives show at the top dose activity change, negative = inhibition, most hits filed as inhibitors; hit rate 0.52% among 330,000; AID 485341;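 also: potency is read from the fitted curve at half-maximal effect; plate controls were no compound for no effect and no enzyme for full effect; nearly all actives have a fitted effect of over 20% in size; some results filed as inactive show a strong effect at the top dose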
# Target sequence (P00811 whole entry, looked up): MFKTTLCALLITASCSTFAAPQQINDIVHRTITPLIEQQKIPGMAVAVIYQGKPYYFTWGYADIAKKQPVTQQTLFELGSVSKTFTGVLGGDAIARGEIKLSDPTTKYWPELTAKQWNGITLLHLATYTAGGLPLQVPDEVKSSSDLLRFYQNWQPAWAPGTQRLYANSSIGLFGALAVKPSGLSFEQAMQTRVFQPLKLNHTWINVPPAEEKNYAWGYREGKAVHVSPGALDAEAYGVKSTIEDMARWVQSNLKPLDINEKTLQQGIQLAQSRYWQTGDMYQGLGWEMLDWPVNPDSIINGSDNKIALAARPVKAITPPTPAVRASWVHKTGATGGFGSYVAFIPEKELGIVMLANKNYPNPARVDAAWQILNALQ
#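 20 mM phosphate pH 7.0 + 0.01% (detergent screen) or 0.0001% Triton X-100; 5.3 nM AmpC reagent; cpd preinc 15 min RT; nitrocefin (800 uM stock) to start; A480 q20 s × 4 min; Activity was normalised to no-enzyme and no-compound control wells.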
# TbPYK inhibitor: inhibitors of Trypanosoma brucei pyruvate kinase. Q57TT1. TbPYK enzyme, Kinase-Glo Plus ATP luminescence, 45 min. Potency, µM (top dose mostly 76.8 µM), for the others: at the highest dose activity, negative = inhibition, actives largely listed as inhibitors. AID 624173. hit rate 0.12% among 410,000; also: potency is read from the fitted curve at half-maximal effect; nearly all actives have a fitted effect of over 50% in size
#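 Assay buffer: 50 mM TEA pH 7.2, 100 mM KCl, 10 mM MgCl2, 0.05% BSA, 0.01% Tween-20. Pyruvate kinase from T. brucei plus substrate met compound, then ADP (130 uM final). Luminescence was read post 45 min RT.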
# AMA1-RON2 inh: disrupts binding of P. falciparum AMA1 to RON2. AlphaScreen AMA1-biotinylated RON2 peptide binding. Potency, µM (doses to about 58.2 µM), inactives show at the highest dose activity change, negative = inhibition, actives largely listed as inhibitors. hit rate 0.2% among 360,000. AID 720542;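 also: potency is read from the fitted curve at half-maximal effect; 0% = vehicle wells and -100% = peptide control; nearly all actives have a fitted effect of over 45% in size; some results filed as inactive show a strong effect at the top dose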
#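 AMA1 (3D7) with his tag at 25 nM final met compounds first, then biotinylated RON2 peptide at 25 nM; detection used donor plus acceptor beads, 10 µg/mL apiece, read by AlphaScreen after 30 min at room temperature.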
# AmpC detergent: AmpC beta-lactamase inhibition with detergent present | P00811 | AmpC hydrolysis of nitrocefin, absorbance 480 nm, 0.01% Triton | Potency, µM (series often up to 114 µM), for the others: at the top dose activity change, negative = inhibition, hits mostly inhibitors | hit rate 0.041% among 370,000 | AID 485294;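 also: potency is read from the fitted curve at half-maximal effect; 0% = no-compound wells and -100% = no-enzyme wells; nearly all actives have a fitted effect of over 25% in size; some results filed as inactive show a strong effect at the top dose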
#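 AmpC (5.3 nM in the dispensed reagent) in 20 mM phosphate pH 7.0 with 0.01% (detergent screen) or 0.0001% Triton X-100 was preincubated with compounds for 15 min at room temperature. Nitrocefin was then added from an 800 uM solution, and hydrolysis was followed at 480 nm.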
# The depositor's hits bear a star; ? = inconclusive; . = no result given; & = joins results of further samples; [ ] = remark or other dose. Unless noted, calls follow the shape of the dose curve; as a rule, active = well fitted curve in the direction sought with a large enough effect; inconclusive = small, poorly fitted or top-dose-only effect, or another doubt; inactive = no such curve, though single readings can be large; an effect the other way counts as inactive or inconclusive. Unless noted, % is scaled to controls: 0 for no effect and ±100 for the full control effect.
# Every second line gives: AMA1-RON2 inh, HCMV inh, AmpC no deterg, AmpC detergent, LmPK inh, Sm TGR block, TbPYK inhibitor
- CC1(C)C2CCC1(C)C(OC(=O)CNc1ccccc1)C2 (stereo not given)
→ -10%, 0, -23%, 4%, 3%, 7%, -12%
- CCOC(=O)c1c(CN(C)C)n(C)c2c(O)c(N=NC(N)=O)c3ccc(Br)cc3c12
→ -6%, -15, 7%, -5%, -2%, 1%, -19%
- O=C(NCc1ccccc1)c1ccc(Br)cc1
→ -13%, -9, -13%, 3%, 2%, 0%, 5%
- COc1cc(OC)cc(C2=Cc3ccccc3C(CC(=O)c3ccco3)N2c2ccc(-c3cncnc3)cc2)c1 (stereo not given)
→ -8%, -8, ., ., ., ., -4%
- Cc1ccc(Nc2ccc(C(=O)NC3CCCCC3)cn2)cc1
→ -8%, -7, -41%, 0%, -1%, 12%, -1%
- Cc1ccccc1NC(=O)CN1CCN(Cc2ccccc2)CC1
→ 16%, -4, 26%, 6%, -5%, 1%, 0%
- CCNC(=S)NNc1ccccc1
→ -22%, 57, -6%, -1%, 3%, 14µM*, -8%
- CC(NC(=O)c1ccco1)c1nc(-c2ccc(Cl)cc2)no1 (stereo not given)
→ -5%, -29, 10%, -2%, 1%, 15%, 0%
- COc1ccc(NC(=O)c2c(-c3ccc(C)cc3)nnc3ccccc23)cc1OC
→ ., 0, ., 0%, ., 1%, 0%[15.4 µM]
- CCOc1ccc(S(=O)(=O)c2c[nH]c3ccc(C)cc3c2=O)cc1
→ 16%, 5, -24%, 0%, 5%, 5%, 6%

# Some of the entries so far, comma-delimited.
Molecule,AMA1-RON2 inh,HCMV inh,AmpC no deterg,AmpC detergent,LmPK inh,Sm TGR block,TbPYK inhibitor
CC1(C)C2CCC1(C)C(OC(=O)CNc1ccccc1)C2 (stereo not given),-10%,0,-23%,4%,3%,7%,-12%
CCOC(=O)c1c(CN(C)C)n(C)c2c(O)c(N=NC(N)=O)c3ccc(Br)cc3c12,-6%,-15,7%,-5%,-2%,1%,-19%
O=C(NCc1ccccc1)c1ccc(Br)cc1,-13%,-9,-13%,3%,2%,0%,5%
COc1cc(OC)cc(C2=Cc3ccccc3C(CC(=O)c3ccco3)N2c2ccc(-c3cncnc3)cc2)c1 (stereo not given),-8%,-8,.,.,.,.,-4%
Cc1ccc(Nc2ccc(C(=O)NC3CCCCC3)cn2)cc1,-8%,-7,-41%,0%,-1%,12%,-1%

# Additional compounds:
# Every second line gives: AMA1-RON2 inh, HCMV inh, AmpC no deterg, AmpC detergent, LmPK inh, Sm TGR block, TbPYK inhibitor
- Cc1ccc(CN2CCN(Cc3cccn3-c3nccs3)CC2CCO)cc1 (stereo not given)
→ -3%, -23, 50%, 0%, 2%, -16%, -7%
- O=C(O)CCCC(=O)Nc1ccc(Oc2ncnc3cc(Cl)ccc23)nc1
→ -7%, -9, -5%, 5%, -1%, 2%, 3%
- CCC(CC)C(=O)N(C)c1c(C)nc2c(OCCOc3ccccc3)cccn12
→ 7%, -21, ., ., ., ., -5%
- CCOC(=O)Nc1cc(C(=O)OCC)c(C)nc1C
→ 0%, -21, 4%, ?, -3%, 0%, 1%
- Cc1nc(N2CCOCC2)[nH]c(=O)c1CCC(C)C
→ 25%, 16, -9%, -5%, 0%, -5%, -2%
- CCOc1cc(N2CCOCC2)c(OCC)cc1NC(=O)COC(=O)c1ccccc1OC(F)F
→ -6%, -32, -16%, -12%, ., -2%, -1%
- COC(=O)c1cn(CC(=O)NCc2ccco2)c2ccccc12
→ -17%, 51, ?, -9%, 5%, 0%, 2%
- CCOc1ccc(NC(=O)CN(C)C(=O)CC2CCCC2)cc1OCC
→ 8%, 16, 6%, 2%, ., 0%, 1%
- Cn1c(=O)c(C(=O)Nc2ncccc2O)c(O)c2ccccc21
→ 20%, -13, 5%, -10%, -13%, 0%, 3%
- CCC(=O)Nc1nc2ccccc2n1CCN(CC)CC
→ 8%, 27, 0%, ?, 1%, -6%, -1%
- Cc1ccc(S(=O)(=O)N2CCOCC2)cc1NC(=O)COC(=O)/C=C/c1ccco1
→ -2%, -12, -10%, ., ., ., -8%
- NS(=O)(=O)c1ccc(NC(=S)N2CCC(O)CC2)cc1
→ 3%, -6, -6%, 0%, 0%, -1%, -11%
- O=C(Nc1cccc(C(F)(F)F)c1)C1Cc2c(-c3ccccc3)ccnc2O1 (stereo not given)
→ -1%, 4, ., ., ., ., -1%
- Oc1ccc(Cl)cc1-c1cc(-c2ccccc2)n[nH]1
→ 120%[activator], 47, ?, ?, 11%, 7%, 0%
- CC(=O)Oc1ccc2c(=O)oc(-c3ccc([N+](=O)[O-])cc3)nc2c1
→ -9%, -19, -14%, -18%, 2%, -1%, -2%
- CC(C)CC(=O)Nc1cccc(-c2nc3ccccc3o2)c1
→ -19%, -28, -13%, 8%, 4%, 2%, 7%
- COc1ccc(C(=O)NCC2(c3ccc(OC)c(OC)c3)CCCC2)c(OC)c1
→ -1%, 41, 118%[activator], -3%, 0%, -9%, 5%
- COc1ccc(C)cc1Nc1nc(C)nc2c1oc1ccccc12
→ -6%, -7, -3%, 7%, 6%, 5%, -6%
- CN1CCCN(S(=O)(=O)c2ccc3ccccc3c2)CC1
→ -27%, -15, 84%[activator], ?, 1%, 45µM*, 3%
- CC(=O)N1CCOc2ccc(S(=O)(=O)N3CC(C)CC(C)C3)cc21 (stereo not given)
→ 2%, -5, 28%, -2%, -1%, -2%, 2%
- COc1ccc(NC(=O)c2cccs2)cc1
→ 16%, 115, -19%, -1%, ?, -8%, 8%
- COc1ccc(CC(=O)NCCc2sc3nc(-c4ccc(OC)cc4)nn3c2C)cc1
→ ., ?, ., -1%, ., -2%, 0%
- CCc1nn(CCCN2CCN(c3cccc(Cl)c3)CC2)c(=O)n1CCOc1ccccc1
→ -17%&-17%, -13&-27, 446%[activator], 10%&-4%, 0%&7%, 15%&7%, -2%&-6%&3%
- COc1ccc2c(CC(=O)Nc3ncc(C)s3)coc2c1
→ 16%, -77*, -19%, 5%, 4%, 3%, 5%
- CCCn1c(-c2cccc(Br)c2)nc2ccccc21
→ ., 3, ., -5%, ., -2%, 0%
- Cc1ccc2c(c1)CCO[C@]21O[C@H](CCO)C[C@H](O)[C@H]1O
→ 3%, 8, ., ., ., ., 3%
- CN(C)S(=O)(=O)c1cccc(CNCC2COc3ccccc3O2)c1 (stereo not given)
→ -28%, -9, -2%, -12%, -3%, 12%, -6%
- O=C(CN1CCOCC1)NN=C(c1ccccc1)c1ccccc1
→ 6%, 17, 34%, 6%, 0%, 39%[activator], 0%
- COc1ccc(CN(C(=O)c2cccs2)c2nccs2)cc1OC
→ -10%, 15, 11%, -12%, 1%, -12%, 3%
- Clc1ccc(N2CCN(c3ncnc4c3nc3n4CCCC3)CC2)cc1
→ ., -69*, ., -6%, ., 1%, -2%
- CN(C)CCNc1ncnc2c1ncn2[C@H]1CN(CCc2ccccc2)C[C@@H](CO)O1
→ 1%, 3, ., ., ., ., 1%
- N#Cc1cccc(NC(=O)COC(=O)c2ccc3c(=O)n4c(nc3c2)CCC4)c1
→ ., -17, -27%, ?, 0%, 2%, .
- Cc1ccsc1/C=N/NC(=O)CNC(=O)c1ccccc1
→ 19%, 0, -15%, 1%, -1%, -25%, 0%
- COc1cc(C(=O)NCC(=O)NCC2COc3ccccc3O2)cc(OC)c1OC (stereo not given)
→ 4%, -4, -13%, ?, ., -4%, 3%
- NC(=O)c1ccc(-n2nc(C(F)(F)F)c3c2CCCC3)cc1
→ 9%, ?, 0%, -12%, -2%, -7%, -6%
- NCCS(=O)(=O)NC1CCCCC1
→ -14%, ?, -15%, 5%, 1%, 12%, 7%
- Cc1ccc(NC(=O)c2nc[nH]c2C(=O)N[C@H](C)c2ccccc2)cc1
→ 130%[activator], 28, 6%, -2%, ., 2%, 3%
- CCOC(=O)C1(Cc2ccc(Cl)cc2)CCN(C(=O)c2ccoc2)CC1
→ -19%, 5, 93%[activator], -3%, -2%, -32%, -8%
- CCn1c(CC(C)C)n[nH]c1=S
→ 5%, 25, -15%, -12%, -5%, -22%, ?
- Cc1cccc(NC(=O)c2ccc(NCCc3ccccc3)c([N+](=O)[O-])c2)c1
→ -12%, -13, -15%, ?, 4%, 7%, 4%
- CCc1cccc(NC(=O)C2CCCN2S(=O)(=O)c2ccc3c(c2)CC(C)N3C(C)=O)c1 (stereo not given)
→ 6%, -22, 100%[activator], ?, -2%, -8%, 2%
- CC(=O)c1c(C)nc2ccc(C)cc2c1-c1ccccc1
→ 3%, ?, 37%, 1%, 4%, 12%[57.1 µM], -1%
- CC(NC(=O)C(=O)N1CCOCC1)C(c1cccs1)N1CCN(c2ccccc2F)CC1 (stereo not given)
→ -1%, 10, 148%[activator], -3%, 10%, -8%, 6%
- O=C(Oc1ccc(/C=N/NC(=O)c2ccccc2O)cc1)c1ccccc1
→ -5%, 2, -43%, -8%, 4%, -12%, -1%
- C=CCNC(=O)CN1CCC(c2nc3cc(C)c(C)cc3[nH]2)CC1
→ -2%, 6, 0%, 5%, -1%, -3%, -1%
- O=CNc1cc(-c2cccc(O)c2)cn2c(-c3ccc(F)cc3)cnc12
→ 20%, 35, ., ., ., ., 8%
- CC(=O)c1ccc(OCCCC(=O)Nc2ccc(S(=O)(=O)N3CCOCC3)cc2)cc1
→ -13%, -2, 0%, -13%, ., -2%, -1%
- Cc1ccccc1OCCSc1nnc(-c2ccc([N+](=O)[O-])cc2)o1
→ ., 14, ., 9%, ., 10%, -3%
- CCC1CCc2c(sc(NC(=O)C3c4ccccc4Oc4ccccc43)c2C#N)C1 (stereo not given)
→ ., 18, ., 28%, ., 55%[activator], -3%
- COc1ccc2nc(SCC(=O)NC3CCCc4ccccc43)[nH]c2c1 (stereo not given)
→ -2%, -28, -21%, ?, 1%, -3%, -8%
- CCOc1ccccc1N(CC)C(=O)Nc1cn(C)c(=O)c2ccccc12
→ ., ?, ., 8%, ., -2%, 4%
- COc1ccc(CC(=O)Nc2cc(-c3nc4cccnc4s3)ccc2C)cc1
→ ., 75, ., -7%, ., -8%, -2%
